Screens (PubChem BioAssay)
M1 antag: antagonists of human M1 muscarinic receptor | P11229 | inhibition, % at 3 µM | actives 1.3% (n = 360,000) | CHO-K1 hM1, Fluo-8 calcium fluorescence, ACh EC80 antagonist;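 active = percent inhibition above its own plate's cutoff, namely the mean of that plate's compound wells plus 3 SD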;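 note: peak over basal fluorescence ratio during 140 s after agonist addition; 0% = ACh EC80 plus DMSO and 100% = DMSO alone without agonist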
Target sequence (P11229 whole entry, looked up): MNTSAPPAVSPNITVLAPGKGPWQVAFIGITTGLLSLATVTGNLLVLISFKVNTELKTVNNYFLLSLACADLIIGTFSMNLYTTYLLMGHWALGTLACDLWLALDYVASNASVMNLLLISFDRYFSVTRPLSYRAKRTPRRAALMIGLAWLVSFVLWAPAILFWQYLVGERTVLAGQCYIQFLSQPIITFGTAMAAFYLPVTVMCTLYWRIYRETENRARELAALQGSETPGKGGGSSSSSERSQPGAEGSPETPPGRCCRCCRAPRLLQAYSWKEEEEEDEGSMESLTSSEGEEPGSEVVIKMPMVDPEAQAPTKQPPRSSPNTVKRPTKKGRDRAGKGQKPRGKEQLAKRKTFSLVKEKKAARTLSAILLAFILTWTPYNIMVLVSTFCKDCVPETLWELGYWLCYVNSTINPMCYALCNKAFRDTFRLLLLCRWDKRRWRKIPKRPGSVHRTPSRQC
M1 ag: activates human CHRM1 receptor; activation, % at 3 µM; actives 0.33% (n = 360,000); CHO-K1 hM1, Fluo-8 calcium fluorescence, agonist mode; 0% DMSO, 100% acetylcholine EC100; AID 588814; P11229;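 active = activation above the run's mean compound activation plus 3 SD, cut at about 16% in these data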;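 note: peak over basal fluorescence ratio within a 140 s kinetic read after compound addition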
CHO-K1 Ca antag: M1 antagonist counterscreen hit in parental CHO-K1 cells | ATP-induced calcium, Fluo-8 fluorescence | inhibition, % at 3 µM | actives 0.6% (n = 360,000) | AID 602250;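 active = inhibition above a per-plate cutoff, the plate's mean sample inhibition plus 3 SD, cut at about 24% in these data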;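 note: 0% = DMSO plus EC80 ATP and 100% = DMSO alone without ATP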
M1 ag parental: counter-screen for M1 agonists: effect in parental CHO-K1 cells; activation, % at 3 µM; actives 0.48% (n = 360,000); Fluo-8 calcium fluorescence; scaled to maximal ATP response, vehicle zero; in the data active = activation above about 15%;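 note: untransfected CHO-K1 host cells lacking M1 receptor as counterscreen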
CHO parental Ca: counter-screen for OX1R antagonists: effect in parental CHO cells; parental CHO-K1, ATP-induced calcium, Fluo-8 fluorescence; inhibition, % at 5.6 µM; AID 463079; actives 0.63% (n = 330,000);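 active = inhibition above that plate's mean sample inhibition plus 3 SD, cut at about 26% in these data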;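 note: 0% = ATP-challenged DMSO wells and 100% = DMSO wells without ATP; some compounds past the cut are filed as inactive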
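material = parental CHO cells | also added = ATP as calcium-mobilizing challenge | dosing = single point at 5.6 µM | detection = intracellular calcium via Fluo-8 no-wash fluorescent dye | read-out = % inhibition | benchmarks = low control ATP plus DMSO, high control DMSO only | repeats = one well per compound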
OXTR potentiate: potentiators of human oxytocin receptor; CHO-OTR cells, Fluo-8 calcium fluorescence, potentiator mode; 0% = oxytocin EC15, 100% = EC100; activation, % at 3 µM; AID 2445; P30559; actives 0.061% (n = 320,000);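 active = activation above that plate's cutoff, the mean activation of tested compounds plus 3 SD, cut at about 6.6% in these data, passing the limit was not always enough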;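 note: 100% uses oxytocin at 75 nM as the full agonist control; some results filed as inactive read as strong as hits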
Target sequence (P30559 whole entry, looked up): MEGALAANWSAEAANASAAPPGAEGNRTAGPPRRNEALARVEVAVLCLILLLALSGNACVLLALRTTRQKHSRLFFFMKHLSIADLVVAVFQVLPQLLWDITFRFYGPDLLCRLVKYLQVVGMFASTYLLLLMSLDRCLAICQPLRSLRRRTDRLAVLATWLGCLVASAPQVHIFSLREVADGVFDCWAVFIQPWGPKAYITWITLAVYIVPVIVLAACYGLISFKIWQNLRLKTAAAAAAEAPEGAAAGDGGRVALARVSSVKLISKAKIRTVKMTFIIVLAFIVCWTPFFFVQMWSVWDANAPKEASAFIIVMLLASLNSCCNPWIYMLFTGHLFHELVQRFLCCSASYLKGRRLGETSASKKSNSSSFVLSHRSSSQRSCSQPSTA
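System: human OTR in CHO cells / Also added: sub-maximal oxytocin, roughly EC15 / Control set: EC15 oxytocin low, 75 nM oxytocin high / Schedule: 6 min compound pre-incubation at room temperature, 100 s kinetic read / Compound: single-point 3.0 µM / Replication: singlicate / Technique: Fluo-8 calcium dye fluorescence / Read-out basis: % activation of max/min ratio relative to oxytocin controls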
TAAR1 agonist: agonists of human TAAR1; Q96RJ0; CHO RD-HGA16 TAAR1, Fluo-8 calcium fluorescence; vehicle wells 0%, saturating PEA agonist 100%; activation, % at 3 µM; actives 0.99% (n = 360,000);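 active = activation above the mean activation of all test compounds in the run plus 3 SD, cut at about 38% in these data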
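System: CHO-derived RD-HGA16 cells with stable Gα16 and human TAAR1 / Times: 17-24 h plating, Fluo-8 75 min 37 °C, 30 min RT / Technique: calcium-sensitive Fluo-8 signal, excitation 470-495, emission 515-575 nm / Measure: % activation relative to PEA EC100 response / Benchmarks: DMSO and PEA EC100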
CHO-K1 Ca PAM: M1 PAM counterscreen hit in parental CHO-K1 cells | ATP EC20, Fluo-8 calcium fluorescence; 0% at ATP EC20, 100% at ATP max | activation, % at 3 µM | actives 0.02% (n = 360,000) | AID 602247;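 active = activation above the run cutoff, the mean activation of all test compounds plus 3 SD, cut at about 40% in these data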;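 note: peak over basal fluorescence ratio in a 140 s read after ATP addition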
TAAR1 antagonist: human TAAR1 antagonism; Q96RJ0; CHO RD-HGA16 TAAR1, Fluo-8 calcium fluorescence, antagonist; inhibition, % at 3 µM; actives 1.5% (n = 360,000);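 active = inhibition above a per-plate cutoff, the mean inhibition of test compounds on that plate plus 3 SD, cut at about 49% in these data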;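 note: 0% = DMSO plus EC80 beta-PEA response and 100% = DMSO alone without agonist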
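test system = CHO RD-HGA16 cells bearing hTAAR1 | replication = singlicate | controls = DMSO-only wells and EC80 β-PEA-stimulated wells | reagent = EC80 β-phenethylamine stimulus | read-out basis = percent inhibition of PEA-evoked calcium signal, max/basal emission ratio | schedule = seeding 17-24 h prior, 75-min 37 °C, 30-min RT dye loading | signal = kinetic Fluo-8 calcium fluorescence measurement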
* hit, by the source's call; . = not tested or not shown.

Start of the data: the first 2 records (preview)
1. O=C(Cc1c[nH]c2ccccc12)NCC(=O)Nc1ccc(F)c(F)c1F
2. CCN1CCc2nc(N)sc2C1
Compound	1	2
M1 antag	-4.3	-10.1
M1 ag	-2.3	-6.9
CHO-K1 Ca antag	-12.9	-10.7
M1 ag parental	1.1	0.8
CHO parental Ca	-10.4	-3.3
OXTR potentiate	-4.0	-18.1
TAAR1 agonist	3.5	2.7
CHO-K1 Ca PAM	-9.9	22.7
TAAR1 antagonist	5.8	-24.5

The list itself, repeating the preview:
1. O=C(Cc1c[nH]c2ccccc12)NCC(=O)Nc1ccc(F)c(F)c1F
2. CCN1CCc2nc(N)sc2C1
3. CCN(CC(=O)NCc1cccs1)C(=O)c1ccc(-c2cccc(C(F)(F)F)c2)o1
4. Cc1ccsc1C(=O)OCC(=O)NCCNC(=O)COC(=O)c1sccc1C
5. COc1ccc(OC)c(NC(=O)C(=O)c2cn(CC(=O)N3CCCC3)c3ccccc23)c1
6. CCOC(=O)c1cc(C#N)c(N2CCCCC2)nc1-c1ccccc1
7. CC(C)(C)NS(=O)(=O)c1ccc2[nH]c3c(c2c1)CCCCC3
8. Cc1ccc2nc(N3CC(=O)Nc4ccccc43)nc(-c3ccccc3)c2c1
Compound	1	2	3	4	5	6	7	8
M1 antag	-4.3	-10.1	2.4	-14.1	-2.9	18.1	5.3	-8.0
M1 ag	-2.3	-6.9	4.9	-0.5	3.1	-4.1	1.3	-5.8
CHO-K1 Ca antag	-12.9	-10.7	-5.0	-14.4	-2.0	-23.3	-5.6	-7.9
M1 ag parental	1.1	0.8	3.8	0.3	0.8	0.3	1.7	-0.1
CHO parental Ca	-10.4	-3.3	-45.7	-16.2	-19.8	-37.9	0.3	-17.5
OXTR potentiate	-4.0	-18.1	-14.0	-5.4	-5.5	-17.3	-3.8	-5.6
TAAR1 agonist	3.5	2.7	5.2	1.8	1.8	9.8	15.2	-0.3
CHO-K1 Ca PAM	-9.9	22.7	-8.2	-1.6	-0.5	21.8	8.9	20.8
TAAR1 antagonist	5.8	-24.5	9.2	-9.2	3.8	41.3	-11.3	-0.7

4 entries already listed, arranged by SMILES length, smallest number first.
7. CC(C)(C)NS(=O)(=O)c1ccc2[nH]c3c(c2c1)CCCCC3
4. Cc1ccsc1C(=O)OCC(=O)NCCNC(=O)COC(=O)c1sccc1C
3. CCN(CC(=O)NCc1cccs1)C(=O)c1ccc(-c2cccc(C(F)(F)F)c2)o1
5. COc1ccc(OC)c(NC(=O)C(=O)c2cn(CC(=O)N3CCCC3)c3ccccc23)c1
Compound	7	4	3	5
M1 antag	5.3	-14.1	2.4	-2.9
M1 ag	1.3	-0.5	4.9	3.1
CHO-K1 Ca antag	-5.6	-14.4	-5.0	-2.0
M1 ag parental	1.7	0.3	3.8	0.8
CHO parental Ca	0.3	-16.2	-45.7	-19.8
OXTR potentiate	-3.8	-5.4	-14.0	-5.5
TAAR1 agonist	15.2	1.8	5.2	1.8
CHO-K1 Ca PAM	8.9	-1.6	-8.2	-0.5
TAAR1 antagonist	-11.3	-9.2	9.2	3.8

Next section:
9. CCCCn1c(NCc2cccs2)nc2ccccc21
10. Cc1cccc(CSCCNC(=O)c2ccc(CN3CCOCC3)cc2)c1
11. COc1ccc2nc(C)cc(SCC(=O)Nc3c(C)cc(C)cc3C)c2c1
12. COc1ccc(NC(=O)C2CCCC2)cc1
13. O=C(c1cc(Cl)cc(Cl)c1)N1CCC(=O)N(C(COCc2ccccc2)Cc2ccccc2)CC1 (stereo not drawn)
14. COc1ccc(Cl)cc1NC(=S)NCCSc1ccc(C)cc1
15. COc1ccccc1C(OC(=O)c1ccco1)C(=O)NCc1ccc(F)cc1 (stereo not drawn)
16. Clc1ccc(OCc2nnc(-c3ccccc3Br)o2)cc1
Compound	9	10	11	12	13	14	15	16
M1 antag	1.2	-4.8	0.6	8.3	7.3	-5.0	-9.0	-5.1
M1 ag	-11.8	-12.8	-3.0	-3.2	-0.1	-6.3	-3.5	-6.7
CHO-K1 Ca antag	6.8	-15.1	-8.3	-6.5	-20.6	-1.1	-12.6	0.4
M1 ag parental	-0.4	0.3	0.3	0.7	1.5	0.4	4.5	0.5
CHO parental Ca	-15.0	-19.3	7.0	-5.5	-31.0	-21.5	-16.1	-13.2
OXTR potentiate	-6.3	0.6	0.1	-6.2	-10.2	-1.4	-8.8	-1.5
TAAR1 agonist	8.4	4.5	1.6	-0.6	9.8	1.5	3.3	-1.2
CHO-K1 Ca PAM	-0.8	11.8	-4.5	5.1	14.8	1.0	6.5	7.9
TAAR1 antagonist	-5.9	-8.5	-16.4	-0.7	27.9	36.6	-11.8	7.3

17. CC(Oc1ccc(Cl)cc1)c1ccnn1S(=O)(=O)c1ccccc1 (stereo not drawn)
18. Cc1cc(C)n(CCc2nc(-c3ccc(C(C)(C)C)cc3)cs2)n1
19. CN1CCN(CC(O)COC(c2ccc(Cl)cc2)c2ccc(Cl)cc2)CC1 (stereo not drawn)
20. Cc1ccccc1CNc1nnnn1C
21. O=C(c1cccc(Oc2ccc([N+](=O)[O-])cc2)c1)N1CCOCC1
22. CCOC(=O)C1(C)NC(c2cccs2)C2C(=O)N(c3ccc(C)cc3)C(=O)C21 (stereo not drawn)
23. O=C1CSCC(=O)N1Cc1ccc(Cl)c(Cl)c1
24. CC1CN(C(=O)CSc2nnc(C3CCCCC3)n2N)CC(C)O1 (stereo not drawn)
Compound	17	18	19	20	21	22	23	24
M1 antag	-5.0	13.1	3.3	-11.2	-9.2	0.4	-13.1	-14.3
M1 ag	3.6	-6.0	-8.6	-4.8	0.0	-5.0	-4.4	-1.9
CHO-K1 Ca antag	-7.5	-1.2	5.5	-1.5	-5.7	0.0	-4.1	-14.6
M1 ag parental	-0.1	2.9	4.0	2.6	0.6	0.1	1.3	0.4
CHO parental Ca	-23.7	-11.0	-14.3	-4.0	8.9	-13.4	-19.3	-8.8
OXTR potentiate	-16.3	-8.5	-17.7	-1.9	-6.0	-4.5	-2.6	4.1
TAAR1 agonist	0.6	-2.6	12.7	1.4	-0.8	7.8	2.7	2.0
CHO-K1 Ca PAM	14.6	16.3	0.6	-13.3	-1.4	15.8	5.6	21.4
TAAR1 antagonist	-14.6	-13.2	6.7	22.5	8.9	-4.5	4.7	1.9

25. COc1cc(NC(=O)c2cccnc2Sc2ccc(C)c(C)c2)cc(OC)c1OC
26. O=C(c1cccs1)N(c1ccc(F)cc1)C1C=CS(=O)(=O)C1 (stereo not drawn)
27. CC(=O)NC(Cc1ccccc1F)C(=O)NC1CCN(S(=O)(=O)c2ccccc2)CC1 (stereo not drawn)
28. Cc1ccc(C)c(CN2C(=O)c3ccccc3S(=O)c3ccc(C(=O)NCCCN4CCCC4)cc32)c1 (stereo not drawn)
29. O=C(Nc1ccc(C(=O)O)cc1)/C(=C\c1ccc([N+](=O)[O-])cc1)NC(=O)c1ccc(Br)cc1
30. O=C(N/N=C/c1ccc[nH]1)c1cc(-c2ccc(Cl)cc2)nc2ccccc12
31. O=C(OCC(=O)c1c[nH]c2ccccc12)c1ccc(F)c(S(=O)(=O)N2CCOCC2)c1
32. CC(C)(O)[C@@H]1CC[C@@](C)(C2CC[C@]3(C)C2[C@H](O)CC2[C@@]4(C)CC[C@H](O)C(C)(C)C4[C@@H](O[C@H]4O[C@@H](CO)[C@H](O)[C@@H](O)[C@@H]4O[C@@H]4O[C@H](CO)[C@@H](O)[C@H](O)[C@H]4O)C[C@]23C)O1 (stereo in doubt)
Compound	25	26	27	28	29	30	31	32
M1 antag	9.3	-0.9	-17.7	24.4	6.2	9.5	-6.1	0.6
M1 ag	-0.2	-3.1	-6.4	-5.2	-3.1	-3.8	-1.6	-2.2
CHO-K1 Ca antag	6.0	5.6	-14.2	-4.5	28.1*	-11.0	-1.2	-0.7
M1 ag parental	0.4	0.1	1.1	6.4	-0.8	0.4	3.9	-0.3
CHO parental Ca	-9.9	-4.0	.	-16.2	-10.7	-30.8	.	11.5
OXTR potentiate	-10.1	5.2	.	-7.9	-4.2	-6.7	.	-6.1
TAAR1 agonist	5.4	9.5	-0.2	5.8	-0.7	5.2	21.2	3.0
CHO-K1 Ca PAM	-3.7	9.3	15.4	12.4	-17.8	15.3	16.5	-11.9
TAAR1 antagonist	-0.4	6.3	3.7	-4.6	7.3	8.4	-19.9	2.1

33. Cc1cc(Cl)ccc1OC(C)C(=O)Nc1ccc([N+](=O)[O-])cn1 (stereo not drawn)
34. CC(C)Oc1ccc(C(=O)Nc2cccc(S(=O)(=O)N3CCCC3)c2)cc1
35. O=C(OCC(=O)C12CC3CC(CC(C3)C1)C2)c1cnccn1
36. CCOC(=O)CNC(=O)C1CCCc2c1[nH]c1ccc(Cl)cc21 (stereo not drawn)
37. O=C(NC1CCC(O)CC1)c1cccnc1Sc1ccccc1Cl (stereo not drawn)
38. COc1ccc(-c2oc3ccccc3c2C(=O)Oc2ccccc2)cc1
39. Cc1cccc(NC(=O)c2ccc3c(c2)CCN3S(C)(=O)=O)c1
40. COc1nc(N(C#N)CC(N)=O)nc(N2CCCC2)n1
41. OC(CCN1CCOCC1)c1ccccc1 (stereo not drawn)
42. CCC(c1n[nH]c(=S)n1-c1ccccc1)N(C)C (stereo not drawn)
43. Cc1ccc(C)c(NC(=O)CN(C)S(=O)(=O)c2ccc(F)cc2)c1
Compound	33	34	35	36	37	38	39	40	41	42	43
M1 antag	10.6	47.5*	2.2	6.2	-11.8	7.7	-9.9	-3.9	-4.6	-4.7	2.2
M1 ag	-8.0	-4.2	0.4	-10.9	-1.0	-0.6	4.2	-5.5	-4.3	-5.8	13.0
CHO-K1 Ca antag	-5.2	-1.3	-0.2	7.3	-9.9	-6.2	9.1	1.2	12.0	-4.2	-15.9
M1 ag parental	2.4	0.2	-0.3	1.7	0.6	0.7	2.0	0.2	0.1	0.5	0.2
CHO parental Ca	-13.4	-15.9	-4.8	-14.2	5.4	-23.5	.	-3.8	-4.8	-7.9	-15.2
OXTR potentiate	-10.4	-10.3	1.4	-9.4	-8.6	-7.7	.	-2.3	4.2	-0.5	0.5
TAAR1 agonist	2.4	0.9	1.2	3.8	1.9	2.6	5.2	13.5	-0.9	3.5	4.3
CHO-K1 Ca PAM	10.5	-8.6	-12.5	-13.7	13.7	-1.2	-16.0	5.4	-18.6	16.4	-5.8
TAAR1 antagonist	20.4	-4.3	-40.5	8.7	-16.7	-13.4	25.7	0.1	-4.1	17.8	-4.4
